# Screening data (PubChem)
# SENP6 inh – SENP6 protease inhibition; Q9GZR1; Recombinant SENP6 catalytic domain, aminoluciferin luminescence; inhibition, % at 10 µM; actives 1.8% (n = 330,000);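 active = inhibition above about 50% at the single tested dose, limit read from the data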;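 also: plate controls were DMSO wells with enzyme for no effect and DMSO wells lacking enzyme for full effect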
# PfGluPho inh – PfG6PD (Plasmodium falciparum) enzyme inhibition | PfGluPho enzyme, NADPH resazurin-diaphorase fluorescence | inhibition, % at 20 µM | actives 0.78% (n = 350,000) | AID 504690;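 active = inhibition reaching at least a set limit at 20 µM in the primary screen, cut at about 59% in these data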;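 also: 0% = DMSO wells with substrate and 100% = DMSO wells lacking glucose-6-phosphate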
# SENP1 FRET inh – inhibitors of human SENP1 SUMO protease catalytic domain | actives 0.21% (n = 360,000) | recombinant SENP1 catalytic domain, CyPet-SUMO1-YPet FRET cleavage | inhibition, % at 10 µM | Q9P0U3 | AID 624204;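 active = inhibition at least 30% at 10 µM, raw YFP signal under a set limit, fluorescence ratio 0.5 to 1.5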;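 also: 0% = enzyme with DMSO and 100% = no enzyme wells; some results filed as inactive read as strong as hits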
#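 Assay system: hSENP1 catalytic domain, recombinant. Amount: SENP1 enzyme, 20 pM final. Schedule: 50 min reaction, RT, dark. Technique: FRET, CFP and YFP emission. Control set: no-enzyme wells low, DMSO-plus-enzyme wells high control.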
# HKDC1 inhibitor – inhibitors of human hexokinase HKDC1; actives 0.16% (n = 340,000); AID 493160; Q2TB90; inhibition, % at 20 µM; recombinant HKDC1, G6PDH/diaphorase resazurin coupled fluorescence;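 active = inhibition above about 35% when tested at 20 µM, limit read from the data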;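 also: plate controls were DMSO wells with enzyme for no effect and DMSO wells lacking enzyme for full effect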
# Target sequence (Q2TB90 whole entry, looked up): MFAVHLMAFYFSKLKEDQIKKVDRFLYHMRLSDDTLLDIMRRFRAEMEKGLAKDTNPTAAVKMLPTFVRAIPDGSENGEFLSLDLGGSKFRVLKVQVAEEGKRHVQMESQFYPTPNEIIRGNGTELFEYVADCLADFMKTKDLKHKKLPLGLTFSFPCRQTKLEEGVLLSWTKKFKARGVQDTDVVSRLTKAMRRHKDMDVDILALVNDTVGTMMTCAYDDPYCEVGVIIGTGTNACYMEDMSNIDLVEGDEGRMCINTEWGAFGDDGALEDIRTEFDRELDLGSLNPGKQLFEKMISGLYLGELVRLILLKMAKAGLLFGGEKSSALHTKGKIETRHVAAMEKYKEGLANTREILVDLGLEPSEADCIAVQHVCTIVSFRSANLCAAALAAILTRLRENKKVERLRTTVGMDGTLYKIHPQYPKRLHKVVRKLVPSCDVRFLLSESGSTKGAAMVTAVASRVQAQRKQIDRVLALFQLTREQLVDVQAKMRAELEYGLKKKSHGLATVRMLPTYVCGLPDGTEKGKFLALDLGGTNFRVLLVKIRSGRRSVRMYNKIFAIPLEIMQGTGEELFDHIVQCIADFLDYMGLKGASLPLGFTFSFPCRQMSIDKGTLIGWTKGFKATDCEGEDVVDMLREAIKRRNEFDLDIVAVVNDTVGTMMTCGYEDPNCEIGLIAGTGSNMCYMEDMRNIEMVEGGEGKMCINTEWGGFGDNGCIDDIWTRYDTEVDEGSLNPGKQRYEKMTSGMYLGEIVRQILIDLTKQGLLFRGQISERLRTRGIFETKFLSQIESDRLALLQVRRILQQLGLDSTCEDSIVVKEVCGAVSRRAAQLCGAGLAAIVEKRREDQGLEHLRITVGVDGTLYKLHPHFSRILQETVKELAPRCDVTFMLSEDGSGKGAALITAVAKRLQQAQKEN
#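 Test system: recombinant HKDC1 (HK5) hexokinase enzyme, produced in-house; Amount: enzyme 5 µg/mL final; Buffer or medium: Tris pH 8.0 buffer with MgCl2, Tween-20, BSA, BME; Reagent: glucose and ATP substrates; Doses: 20 µM test compound, 1% DMSO; Incubation: 90 min reaction incubation at room temperature, dark; Detection: resorufin fluorescence at 613 nm.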
# SENP8 block-1 – inhibitors of human SENP8 protease; Q96LD8; recombinant SENP8, Nedd8 substrate fluorescence; inhibition, % at 20 µM; actives 0.64% (n = 360,000); AID 602440; in the data active = inhibition mostly above about 40%, no sharp cut-off; inactive = mostly below about 27%
# SENP7 block – blocks the human protease SENP7; actives 1.5% (n = 330,000); inhibition, % at 5 µM; Q9BQF6; AID 434973; recombinant SENP7, Z-RLRGG-aminoluciferin luminescence, 40 min;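 active = inhibition above about 50% at the single test dose, limit read from the data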;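 also: plate controls were DMSO with enzyme for no effect and no enzyme buffer wells for full effect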
# SENP8 block-2 – SENP8 protease inhibition; actives 1.2% (n = 330,000); purified SENP8, Z-RLRGG-aminoluciferin cleavage, luminescence; inhibition, % at 10 µM; AID 2540; in the data active = inhibition above about 50%
# Apaf-1 inh – blocks human Apaf-1 apoptosome activity | O14727 | reconstituted apoptosome caspase-3 activity, DEVD-Rh110 fluorescence | inhibition, % at 20 µM | actives 0.71% (n = 330,000) | AID 489030; active = inhibition of at least 40% at 20 µM;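 also: plate controls were DMSO wells for no effect and DEVD-CHO caspase inhibitor wells for full effect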
#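 Assay system – apoptosome proteins · Medium – Hepes buffer, pH 7.5 · Also added – cytochrome c with DEVD-Rh110 · Timing – 30 min compound preincubation, 50 min activation, room temperature · Detection – Rh110 fluorescence, excitation 480 nm, emission 540 nm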
# * marks the source's active call; other numbers are inactive results; x = no result given. Hits appear at their usual frequency; 3.6% or so of the library scored in one or more.
SMILES,SENP6 inh,PfGluPho inh,SENP1 FRET inh,HKDC1 inhibitor,SENP8 block-1,SENP7 block,SENP8 block-2,Apaf-1 inh
COC(=O)c1sc(NC(=O)CCCn2nc([N+](=O)[O-])cc2C)c(C(=O)OC)c1C,-4,-14,-2,-1,16,-7,0,-5
CC(C)CCNc1nc2ccccc2nc1NS(=O)(=O)c1cccs1,-7,-5,-3,-4,-449,3,1,-2
c1ccc(COc2cccc(CNCc3cccs3)c2)cc1,-32,-4,0,2,22,-6,-17,14
O=C(N/C(=C/C=C/c1ccccc1)C(=O)N1CCCCC1)c1ccc([N+](=O)[O-])cc1,-7,15,2,-1,8,-8,-6,10
Cc1ccccc1Cn1ccc(NC(=O)CCSc2nc(-c3ccco3)cc(C(F)(F)F)n2)n1,-19,10,-1,7,5,-3,-4,12
COc1ccc(NC(=O)CSc2nc(O)cc(=O)n2-c2ccccc2OC)cc1,-2,-25,-4,1,21,-2,2,-10
COc1ccc2[nH]c(C(=O)N/N=C/c3ccccc3OC)cc2c1,-3,20,3,2,-288,1,-2,11
NC(=O)C1CC(=O)N(c2ccc(OCC(=O)NCc3ccccc3)cc2)C1 (stereo not drawn),-12,-24,1,-1,5,-1,9,-4
CCCCC(=O)Nc1cccn2ncnc12,-14,-4,1,-4,8,3,-1,3
Cc1ccc(CN(CCO)CCO)cc1,-3,6,0,-2,1,5,2,-4
CCOc1ccc(S(=O)(=O)NCCC(=O)N2CCC(Cc3ccccc3)CC2)cc1,-11,-10,1,-15,15,-5,3,18
Cc1ccc(C2C=C(c3ccccc3)Nc3nc(N4C(=O)CCC4=O)nn32)cc1 (stereo not drawn),-11,7,-23,-2,-386,-4,-3,7
CN(C)/C=C(/C(=O)c1ccc(Cl)cc1)S(=O)(=O)c1ccccc1,-9,-16,3,-4,10,4,2,14
COc1ccc(-n2c(C)cc(C(=O)COc3ccc(-n4cnnn4)cc3)c2C)cc1,-8,3,1,1,6,-6,7,-16
CC(C)(C)C(=O)Nc1ccccc1-c1nc2ccccc2[nH]c1=O,3,11,1,-5,-12,-2,2,1
N#CC1(NC(=O)CSc2nc3ncc(Cl)cc3[nH]2)CCCCC1,2,24,-2,-2,-80,-4,-11,11
Cc1nc(N)nc(C)c1Cc1ccccc1,-15,0,3,1,15,-4,-2,0
O=C(NC1CCCc2ccccc21)c1cccc(S(=O)(=O)N2CCOCC2)c1 (stereo not drawn),-8,4,0,9,-1,0,1,-4
CSCCC(NC(N)=O)C(=O)Nc1ccc(C)cc1 (stereo not drawn),-11,-1,2,-9,1,9,-2,-7
CC1(c2ccc(OC(F)F)cc2)NC(=O)N(CC(=O)Nc2ccc3[nH]c(=O)[nH]c3c2)C1=O (stereo not drawn),1,-7,-2,-2,12,-2,3,-6
O=C(NC1CCN(C(=O)Nc2ccccc2Cl)CC1)c1ccccc1,-22,-3,4,-9,-3,-3,-11,8
COc1ccc(S(=O)(=O)NC(C)C(=O)N2CCCC2)cc1Cl (stereo not drawn),10,-2,1,-1,16,-3,-6,2
COc1ccc(OC)c(NC(=O)CCC(=O)N(Cc2ccc(OC)c(OC)c2)c2nccs2)c1,15,15,1,4,12,1,-5,3
NC(=O)CC(NC(=O)Cc1ccc(Cl)cc1)c1ccc(N2CCC(Cc3ccccc3)CC2)c([N+](=O)[O-])c1 (stereo not drawn),-6,-10,1,-2,15,-12,-5,11
CCCCc1nc(Cl)c(C#N)c2c1CCC2,3,-18,2,-3,22,3,4,-13

# Part of the list above with just HKDC1 inhibitor and Apaf-1 inh.
SMILES,HKDC1 inhibitor,Apaf-1 inh
CC(C)(C)C(=O)Nc1ccccc1-c1nc2ccccc2[nH]c1=O,-5,1
O=C(NC1CCCc2ccccc21)c1cccc(S(=O)(=O)N2CCOCC2)c1 (stereo not drawn),9,-4
COc1ccc(-n2c(C)cc(C(=O)COc3ccc(-n4cnnn4)cc3)c2C)cc1,1,-16
COc1ccc(S(=O)(=O)NC(C)C(=O)N2CCCC2)cc1Cl (stereo not drawn),-1,2

# The main list resumes with the 4 entries that preceded the break.
SMILES,SENP6 inh,PfGluPho inh,SENP1 FRET inh,HKDC1 inhibitor,SENP8 block-1,SENP7 block,SENP8 block-2,Apaf-1 inh
COc1ccc(S(=O)(=O)NC(C)C(=O)N2CCCC2)cc1Cl (stereo not drawn),10,-2,1,-1,16,-3,-6,2
COc1ccc(OC)c(NC(=O)CCC(=O)N(Cc2ccc(OC)c(OC)c2)c2nccs2)c1,15,15,1,4,12,1,-5,3
NC(=O)CC(NC(=O)Cc1ccc(Cl)cc1)c1ccc(N2CCC(Cc3ccccc3)CC2)c([N+](=O)[O-])c1 (stereo not drawn),-6,-10,1,-2,15,-12,-5,11
CCCCc1nc(Cl)c(C#N)c2c1CCC2,3,-18,2,-3,22,3,4,-13
O=C(CNC(=O)N1CC(=O)Nc2ccccc21)NCc1ccccc1Cl,1,6,1,-7,7,8,-4,-7
CCOC(=O)C1=C(Cc2ccc(Cl)cc2)C(=O)c2ccccc2C1=O,1,94*,-23,60*,-285,5,24,8
C=CCN(c1ccccc1)S(=O)(=O)c1cc2c(cc1C)N(C)CCO2,-10,10,3,-2,-5,0,0,0
O=P(Cc1cc[n+]([O-])cc1)(c1ccccc1)c1ccccc1,7,-9,-2,-6,19,5,-3,6
COCCNC(=O)c1c(NC(=O)c2nc(SC)ncc2Cl)sc2c1CCCC2,-11,4,31,-2,17,-9,8,-6
O=C(CSc1nnnn1-c1cccnc1)Nc1ccccc1F,-6,6,1,-4,13,6,2,-1
C=CCn1c(=O)c(C(=O)Nc2ccccc2S(N)(=O)=O)c(O)c2ccccc21,-8,16,1,-2,-119,1,-3,8
COC(=O)c1ccccc1NC(=S)NC(=O)c1cccc2ccccc12,-4,4,2,3,-193,4,-3,13
O=C(Nc1ccc(F)c(Cl)c1)c1cccnc1,24,6,0,-2,6,6,-3,-3
COc1ccccc1CNC(=O)[C@@H]1CCCN1C(=O)C1CCN(S(=O)(=O)c2ccc(C)cc2)CC1,-13,-12,0,-4,14,-10,-12,-5
COc1ccc(OC)c(CNC(=O)CCn2c(=O)c3cccn3c3ccc(F)cc32)c1,-2,-2,1,-5,9,0,5,-6
COc1ccc(-c2nc(C#N)c(N3CCN(c4ccccc4)CC3)o2)cc1,2,23,2,-1,-221,-1,-1,18
CCOC(=O)c1c(C)c(C(=O)N2CCN(c3cccc(Cl)c3)CC2)c(C)n1C,-10,-11,3,-6,2,11,11,5
Cc1ccccc1-c1nnn(CC(=O)c2ccc(S(=O)(=O)N3CCCC3)cc2)n1,-2,10,1,2,9,-9,-4,22
CCNC(=O)NC(=O)C(C)OC(=O)Cc1coc2cc3c(cc12)CCC3 (stereo not drawn),-17,1,-1,-7,1,2,-2,21
Nc1cccc(Oc2c(F)c(F)c(Oc3cccc(N)c3)c(F)c2F)c1,-16,3,1,2,20,-12,-9,19
Cc1cc(C)c(-c2c(O)c3cccc4c3n(c2=O)CCC4)c(C)c1,-14,7,0,1,-46,-10,-12,1
CC(C)N(C(=O)[C@H]1C[C@H](CC(=O)NCC23CC4CC(CC(C4)C2)C3)C(=O)N2CCc3c([nH]c4cc(CCC(=O)N(C)C)ccc34)[C@]12C)C(C)C,x,19,1,16,5,3,x,32
CC1CCCCC1NC(=S)NC(=O)c1ccccc1Cl (stereo not drawn),6,10,0,2,5,-12,10,14
OC(COCCC12CC3CC(CC(C3)C1)C2)CN1CCCC1 (stereo not drawn),6,-28,2,11,15,-3,8,-13
COc1ccccc1-c1nnc(SCC(=O)Nc2c(Cl)cccc2Cl)o1,-1,17,0,-6,7,-4,-9,4
COC(=O)N1CCN(c2ccc(Cl)c(Cl)c2)CC1,-8,-5,2,-9,19,3,-5,-8
CC(=O)N(Cc1ccccc1)Cc1nc2sc(C)c(C)c2c(=O)[nH]1,5,-5,-7,-1,3,-5,-5,9
O=C(CSc1ncn[nH]1)Nc1ccccc1Sc1ccc(Cl)cc1,-8,110*,0,-2,11,2,-4,7
CC(/C=N/n1c(-c2ccc(Cl)cc2)n[nH]c1=S)=C\c1ccco1,-10,10,2,4,27,-1,-11,17
# The listing continues.
SMILES,SENP6 inh,PfGluPho inh,SENP1 FRET inh,HKDC1 inhibitor,SENP8 block-1,SENP7 block,SENP8 block-2,Apaf-1 inh
COC(=O)CCC/C=C1/SCC(NC(=O)c2ccccc2)C1O (stereo not drawn),-21,-7,2,-4,3,-5,1,-9
C/C(=C\c1ccccc1)CN1CCN(Cc2ccc(C)o2)C(CCO)C1 (stereo not drawn),-6,4,3,-8,4,0,-13,8
CN(Cc1nc2ccccc2[nH]1)Cc1nc(CC2CC2)no1,1,14,2,-7,9,3,4,-1
CC(C)n1c(SCC(=O)Nc2ccccc2)nc2c1c(=O)[nH]c(=O)n2C,-20,-2,-1,-6,5,-6,-1,-9
Cc1cc(C)c(-n2[nH]nnc2=S)c(C)c1,13,32,0,0,6,-8,-10,-3
CCc1ccccc1NC(=O)CNC(=O)CNC(=O)c1cccs1,-7,-6,0,1,-7,0,-1,-6
O=C(CC1C(=O)NCCN1CC1CCCCC1)NCc1ccccc1Cl (stereo not drawn),8,4,-5,-6,-30,-9,0,20
CC(=O)N1c2ccc(S(=O)(=O)N3CCC(C(=O)N4CCN(c5ccccc5F)CC4)CC3)cc2CC1C (stereo not drawn),7,-6,-1,-2,13,-12,-8,7
Cc1cccc(C)c1NC(=O)CNC(=O)C1CCCC1,-4,-9,3,-7,11,4,-2,-4
O=C(CSc1ccc2c(c1)OCCO2)NC(=O)NC1CCCC1,-15,-9,0,-3,3,-1,0,7
O=C(N/N=C/c1ccccc1O)c1ccc2c(c1)OCO2,40,-27,-13,-32,8,34,30,-3
CCOc1c2ccc(C(=O)NCc3ccco3)cc2nn1CCOC,-6,6,0,7,-474,-3,3,-9
CC(=O)Cc1nsc(NC(=O)c2ccc(COc3cccc(C)c3)o2)n1,-12,-49,-2,-2,-2,-7,-9,10
Cc1cc(N2CCOCC2)nc(-c2ccccc2O)n1,-4,4,0,-6,-138,-4,-11,-3
Cc1nn(C)cc1C(=O)Nc1c(C)nn(Cc2ccccc2Cl)c1C,-4,2,3,-12,6,2,3,-12
CC1CCN(C(=O)COC(=O)Cc2c[nH]c3ccccc23)CC1,-8,-11,0,-2,3,1,-3,13
COc1cc(CCC(O)CC(=O)CCc2ccccc2)ccc1O (stereo not drawn),-16,-16,-1,-4,46*,8,-14,-7
O=C(CO/N=C/c1ccccc1OC(F)F)NC1CCCC1,-11,-6,1,9,0,-3,-1,0
Cn1cc(C=O)c2cc(S(=O)(=O)N3CCOCC3)ccc21,4,-6,1,-6,4,4,2,0
CCc1ccc(CN2CCCC(CNC(=O)c3cc(OC)cc(OC)c3)C2)cc1 (stereo not drawn),5,3,-3,-2,16,1,-6,-7
CCCCCC(=O)Nc1ccc(S(=O)(=O)Nc2ccc(Cl)nn2)cc1,-11,-7,1,3,16,1,1,-4
CCc1ccc(N2CC(C(=O)NCc3ccco3)CC2=O)cc1 (stereo not drawn),-9,-1,1,3,17,-3,9,-12
COc1ccccc1OCc1nnc(SCC(=O)Nc2ccc(N3CCOCC3)cc2)n1C,-15,-13,1,-6,-1,-7,-9,7
O=C(/C=C/c1ccc(Cl)cc1)NCCN1CCOCC1,3,-4,2,-2,10,11,-5,5
